HT1080-NT tox: kills 2HG-producing HT-1080-NT fibrosarcoma cells; Potency, µM (doses to about 46.1 µM), inactives show at the top dose activity, negative = less viability, most hits filed as cytotoxic; 360,000 tested, 1.6% active; HT-1080-NT fibrosarcoma viability, CellTiter-Glo ATP luminescence, 48 h; AID 686970;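 further: NT is the 2HG producing partner of a matched IDH1 knockdown line; potency means the concentration at half of the fitted maximal effect; 0% = DMSO-treated cells and -100% = media-only wells without cells; nearly all actives have a fitted effect of over 55% in size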
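Fibrosarcoma NT cells, 750 per well in 5% FBS RPMI, were exposed to compound for 48 hours. Viability: CellTiter-Glo luminescence.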
WRN inhibitor: inhibitors of human WRN helicase; Q14191; AID 651768; Potency, µM (titrated, usually from 114 µM), for the others: at the top dose activity change, negative = inhibition, usual class: inhibitors; WRN helicase unwinding, fluorescent forked duplex, kinetic; 360,000 tested, 0.46% active; further: potency means the concentration at half of the fitted maximal effect; on the % scale 0 is the no-effect control and ±100 the full control effect; nearly all actives have a fitted effect of over 55% in size
Target sequence (Q14191 whole entry, looked up): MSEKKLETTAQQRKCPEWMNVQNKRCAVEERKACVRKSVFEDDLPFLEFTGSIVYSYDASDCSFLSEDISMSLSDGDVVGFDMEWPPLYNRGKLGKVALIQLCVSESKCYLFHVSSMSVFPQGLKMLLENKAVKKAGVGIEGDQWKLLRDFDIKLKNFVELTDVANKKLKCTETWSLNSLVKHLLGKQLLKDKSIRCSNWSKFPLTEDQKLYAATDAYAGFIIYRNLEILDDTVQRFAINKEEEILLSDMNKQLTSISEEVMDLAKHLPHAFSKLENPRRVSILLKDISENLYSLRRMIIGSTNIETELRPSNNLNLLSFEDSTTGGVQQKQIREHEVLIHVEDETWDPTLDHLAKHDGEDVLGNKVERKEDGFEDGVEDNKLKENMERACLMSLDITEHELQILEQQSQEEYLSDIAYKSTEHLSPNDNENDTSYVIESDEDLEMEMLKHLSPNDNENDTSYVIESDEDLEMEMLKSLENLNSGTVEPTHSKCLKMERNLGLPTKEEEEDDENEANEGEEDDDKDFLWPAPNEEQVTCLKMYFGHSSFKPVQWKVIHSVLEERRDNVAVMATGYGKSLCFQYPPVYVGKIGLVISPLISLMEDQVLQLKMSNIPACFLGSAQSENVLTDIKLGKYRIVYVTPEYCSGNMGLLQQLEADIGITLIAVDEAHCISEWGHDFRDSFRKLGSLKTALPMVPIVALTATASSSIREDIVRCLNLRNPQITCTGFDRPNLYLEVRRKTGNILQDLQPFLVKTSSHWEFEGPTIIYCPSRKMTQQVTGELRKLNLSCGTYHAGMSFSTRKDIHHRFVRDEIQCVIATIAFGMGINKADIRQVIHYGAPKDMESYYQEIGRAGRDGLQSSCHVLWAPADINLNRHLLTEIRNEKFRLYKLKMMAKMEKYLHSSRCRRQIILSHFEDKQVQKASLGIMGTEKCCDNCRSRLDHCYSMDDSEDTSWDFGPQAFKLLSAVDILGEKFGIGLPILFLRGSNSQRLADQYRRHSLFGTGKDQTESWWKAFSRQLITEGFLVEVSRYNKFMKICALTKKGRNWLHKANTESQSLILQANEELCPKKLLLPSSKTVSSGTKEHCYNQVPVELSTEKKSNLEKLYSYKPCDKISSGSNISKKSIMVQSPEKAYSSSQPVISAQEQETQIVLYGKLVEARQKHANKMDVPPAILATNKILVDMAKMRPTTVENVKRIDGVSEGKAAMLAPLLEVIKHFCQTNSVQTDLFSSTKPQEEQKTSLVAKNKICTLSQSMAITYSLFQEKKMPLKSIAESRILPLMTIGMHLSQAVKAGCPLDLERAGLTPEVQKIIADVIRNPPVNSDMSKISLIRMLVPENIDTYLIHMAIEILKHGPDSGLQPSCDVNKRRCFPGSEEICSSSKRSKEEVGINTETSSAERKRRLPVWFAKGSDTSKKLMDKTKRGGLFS
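Screening of the MLSMR collection measured strand separation of a quenched forked DNA duplex (100 nM) by 20 nM WRN with 2 mM ATP, all final. Compounds were preincubated with enzyme 15 min at room temperature.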
HT1080 IDH1KD tx: toxicity to HT-1080 IDH1 knockdown cells (counter line); Potency, µM (doses to about 46.1 µM), for inactives: at the highest dose activity, negative = toxicity, most hits filed as cytotoxic; 360,000 tested, 2% active; HT-1080 IDH1 knockdown viability, ATP luminescence, 48 h; AID 686971;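 further: potency means the concentration at half of the fitted maximal effect; 0% = DMSO wells and -100% = cell-free medium wells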
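After a 2 h attachment period, IDH1KD HT-1080 cells took pin-transferred compound for 48 h at 37 °C; ATP-based luminescence after 10 min room-temperature reagent incubation reported viability.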
IL1B secr inh: inhibitors of inflammasome signaling (IL-1 beta secretion); THP-1 LPS/ATP IL-1B secretion, AlphaLISA, 16 h; stronger effect = lower value; activity change, % at 57.5 µM; 360,000 tested, 4.7% active; AID 743279; in the data active means activity change below about -50%; inconclusive means mostly about -30% to -49%; further: on the % scale 0 is the no-effect control and ±100 the full control effect
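Secreted IL-1B measured by AlphaLISA bead assay after 16 h compound exposure of THP-1 cells; compounds (final up to 57.5 uM) added 1 h before LPS (250 ng/mL) and ATP (1.25 mM) stimulation; lower signal means less secretion.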
KB-3-1 cytotox: kills parental KB-3-1 adenocarcinoma cells. KB-3-1 viability, CellTiter-Glo ATP luminescence, 72 h. Potency, µM (highest dose often 46.1 µM), without a hit: at the highest dose activity change, negative = cytotoxic, hits mostly cytotoxic. 400,000 tested, 1.4% active. AID 1347075; further: potency means the concentration at half of the fitted maximal effect; on the % scale 0 is the no-effect control and ±100 the full control effect; nearly all actives have a fitted effect of over 60% in size
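KB-3-1 cells, DMEM (no phenol red) + 10% FBS; compound by pin transfer, 72 h, 37 °C. Readout: CellTiter-Glo luminescence after 10 min. Data normalized, curve-fitted.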
KB-V1 cytotox: kills drug-selected multidrug resistant KB-V1 cells | KB-V1 MDR cells viability, CellTiter-Glo, 72 h | Potency, µM (highest dose often 46.1 µM), inactives show top-dose activity change, negative = cytotoxicity, actives largely listed as cytotoxic | 400,000 tested, 3.4% active | AID 1347076; further: potency means the concentration at half of the fitted maximal effect; on the % scale 0 is the no-effect control and ±100 the full control effect; nearly all actives have a fitted effect of over 60% in size
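Cells of the MDR subline KB-V1 are plated, dosed with compound at multiple concentrations, and incubated 72 h at 37 degrees C; CellTiter-Glo is then added and luminescence read after 10 min.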
SW480 rereplic: induces DNA re-replication in SW480 colon adenocarcinoma cells; Potency, µM (titrated, usually from 46.1 µM), for inactives: top-dose re-replication activation, usual class: activators; SW480 DNA re-replication, Hoechst DNA content imaging, 48 h; 340,000 tested, 1.8% active; further: potency means the concentration at half of the fitted maximal effect; % of control where 0% means no effect; nearly all actives have a fitted effect of over 55% in size
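Per well, 250 cells were exposed to pinned compound for 48 hr. Nuclear DNA was visualised with Hoechst (40 min, 37 C) and total object intensity recorded by fluorescence scanning.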
ATXN2 expr inh: reduces ATXN2 reporter expression in HEK-293 cells; 360,000 tested, 0.72% active; HEK-293 ATXN2-luciferase reporter, luminescence, 24 h; Potency, µM (top dose mostly 57 µM), for inactives: at the highest dose activity change, negative = inhibition, usual class: inhibitors; further: potency means the concentration at half of the fitted maximal effect; on the % scale 0 is the no-effect control and ±100 the full control effect; nearly all actives have a fitted effect of over 55% in size
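ATXN2-luciferase reporter cells (luciferase flanked by upstream and downstream ATXN2 gene portions) were treated 24 h at 37 °C with compounds at up to 57 uM. SteadyGlo luminescence gave expression; GF-AFC fluorescence gave viability.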
MCF10A rerep: DNA re-replication induction in MCF 10a cells. MCF 10A DNA re-replication, Hoechst nuclear intensity, 48 h. Potency, µM (doses to about 46.1 µM), for the others: at the top dose activity, positive = re-replication, most hits filed as activators. 350,000 tested, 2.9% active; further: potency means the concentration at half of the fitted maximal effect; % of control where 0% means no effect; nearly all actives have a fitted effect of over 50% in size
An asterisk follows results filed as active; ? = inconclusive; . = not tested or not shown; [ ] = dose if it differs, or a comment. Unless noted, the call rests on the fitted dose curve; in most records, active means well fitted curve in the direction sought with a large enough effect; inconclusive means small, poorly fitted or top-dose-only effect, or another doubt; inactive means no such curve, though single readings can be large; an effect the other way counts as inactive or inconclusive.

SMILES	HT1080-NT tox	WRN inhibitor	HT1080 IDH1KD tx	IL1B secr inh	KB-3-1 cytotox	KB-V1 cytotox	SW480 rereplic	ATXN2 expr inh	MCF10A rerep
C=CCn1c(SC(C)C(N)=O)nc2sc(CC)cc2c1=O (stereo unspecified)	-10%	-6%	-10%	56	-3%	-15%	?	2%	-22%
CCOc1cc(-c2cc(N)n[nH]2)cc(OCC)c1OCC	1%	4%	10%	-7	21%	-1%	-6%	-4%	1%
CC(=O)N/C(=C\c1ccc(F)cc1)C(=O)N(C)C	-1%	4%	16%	10	?	1%	-3%	0%	5%
CSCCC(NS(=O)(=O)c1ccc2c(c1)oc(=O)n2C)C(=O)NC1CCC(C)CC1 (stereo unspecified)	0%	-1%	7%	14	15%	-16%	8%	-6%	0%
CC(C)(C)N1CCC1CN (stereo unspecified)	27%	7%	24%	-17	-1%	-4%	-3%	-31%	0%
COc1ccccc1-n1c(SCC(=O)Nc2cccc(C(=O)O)c2)nnc1-c1ccccc1O	13%	-9%	2%	3	18%	0%	4%	-25%	2%
COc1ccc(Cn2c(C)c(C)c(C#N)c2NC(=O)Nc2cccc(C)c2)cc1	?	-15%	?	-7	-2%	-2%	0%	-25%	?
Cc1ccc(SCCC(=O)N/N=C/c2ccccc2O)cc1	-30%	8%	?	144	?	?	?	25µM*	3%
CCc1nc(C)ccc1OCC(=O)N(CC)CC	12%	9%	5%	7	-4%	4%	-2%	-1%	-4%
CC(C)Cn1c(N)c(C(=O)COC(=O)COc2cccc(C(F)(F)F)c2)c(=O)n(C)c1=O	1%	-2%	5%	13	13%	2%	-18%	-9%	14%
CCCCN(C(=O)CCC(=O)Nc1cc(C)on1)C(C(=O)NC1CCCC1)c1ccc(F)cc1 (stereo unspecified)	-15%	-15%	-20%	-77*	-13%	?	?	-4%	?
CN1CCN(S(=O)(=O)c2cccs2)CC1	-3%	3%	5%	22	-4%	?	-125%[inhibitor]	40%[activator]	-1%
COc1ccc(C(=O)NC(=S)N2CCOCC2)cc1OC	-5%	2%	-1%	12	-3%	-1%	-1%	.	1%
N#Cc1ccc(OCC(O)CN2CCC(C(O)(c3ccccc3)c3ccccc3)CC2)cc1 (stereo unspecified)	-8%	1%	?	-95*	-10%	1%	?	-11%	?
Cc1cccc(N2CCN(C(=O)/C=C/c3cccs3)CC2)c1C	3%	-1%	3%	-4	12%	-2%	4%	13%	?
CN(C)C(=O)c1cn(CCC#N)nc1-c1ccc2ccccc2c1	-1%	25%	0%	6	15%	0%	0%	1%	0%
COc1cc(CCC(=O)OCC(=O)Nc2ccc(Br)cc2F)cc(OC)c1OC	18%	5%	-5%	0	-1%	-9%	9%	19%	-3%
CC(C)CC1C(=O)N(Cc2cn(Cc3ccco3)nn2)CCS(=O)(=O)N1Cc1ccc(-c2cccc(N(C)C)c2)cc1 (stereo unspecified)	-3%	-2%	-12%	0	-18%	12%	.	-17%	.
Cc1ccccc1CS(=O)(=O)CCC(=O)NCc1ccccn1	20%	-3%	1%	12	10%	0%	0%	-7%	3%
COc1ccc(-c2csc(NC(=S)NC(=O)c3cccs3)n2)cc1OC	-24%	?	-28%	-16	-4%	-20%	-12%	-13%	?
COc1cccc(CNC(=O)c2cc3c(C)nc4ccccc4c3o2)c1	0%	6%	-16%	-14	?	?	2%	-31%	2%
CC(=O)NC1C(OCc2ccccc2)OC2COC(C)(C)OC2C1O (stereo unspecified)	9%	5%	16%	12	-3%	2%	-4%	23%	-12%
CC(NC(=O)c1ccco1)C(=O)NC(C)c1cc(F)c(Cl)cc1Cl (stereo unspecified)	-7%	1%	0%	10	6%	-1%	?	-6%	0%
O=C(NCc1ccco1)Nc1ccc(Br)cc1	-2%	-7%	0%	-10	-1%	1%	-1%	29%	2%
COc1ccc(-c2cc(-c3ccccc3)nc(SCC(=O)Nc3ncc(C)s3)c2C#N)cc1	2%	11%	0%	-2	-6%	9.2µM*	9%	-2%	23%

Ordered by length of the SMILES (high to low): 11 of the compounds above
SMILES	HT1080-NT tox	WRN inhibitor	HT1080 IDH1KD tx	IL1B secr inh	KB-3-1 cytotox	KB-V1 cytotox	SW480 rereplic	ATXN2 expr inh	MCF10A rerep
CCCCN(C(=O)CCC(=O)Nc1cc(C)on1)C(C(=O)NC1CCCC1)c1ccc(F)cc1 (stereo unspecified)	-15%	-15%	-20%	-77*	-13%	?	?	-4%	?
COc1ccc(-c2cc(-c3ccccc3)nc(SCC(=O)Nc3ncc(C)s3)c2C#N)cc1	2%	11%	0%	-2	-6%	9.2µM*	9%	-2%	23%
COc1ccccc1-n1c(SCC(=O)Nc2cccc(C(=O)O)c2)nnc1-c1ccccc1O	13%	-9%	2%	3	18%	0%	4%	-25%	2%
N#Cc1ccc(OCC(O)CN2CCC(C(O)(c3ccccc3)c3ccccc3)CC2)cc1 (stereo unspecified)	-8%	1%	?	-95*	-10%	1%	?	-11%	?
CC(NC(=O)c1ccco1)C(=O)NC(C)c1cc(F)c(Cl)cc1Cl (stereo unspecified)	-7%	1%	0%	10	6%	-1%	?	-6%	0%
COc1ccc(-c2csc(NC(=S)NC(=O)c3cccs3)n2)cc1OC	-24%	?	-28%	-16	-4%	-20%	-12%	-13%	?
CN(C)C(=O)c1cn(CCC#N)nc1-c1ccc2ccccc2c1	-1%	25%	0%	6	15%	0%	0%	1%	0%
C=CCn1c(SC(C)C(N)=O)nc2sc(CC)cc2c1=O (stereo unspecified)	-10%	-6%	-10%	56	-3%	-15%	?	2%	-22%
CCOc1cc(-c2cc(N)n[nH]2)cc(OCC)c1OCC	1%	4%	10%	-7	21%	-1%	-6%	-4%	1%
COc1ccc(C(=O)NC(=S)N2CCOCC2)cc1OC	-5%	2%	-1%	12	-3%	-1%	-1%	.	1%
O=C(NCc1ccco1)Nc1ccc(Br)cc1	-2%	-7%	0%	-10	-1%	1%	-1%	29%	2%

Single records, as listed above. Order of values: HT1080-NT tox, WRN inhibitor, HT1080 IDH1KD tx, IL1B secr inh, KB-3-1 cytotox, KB-V1 cytotox, SW480 rereplic, ATXN2 expr inh, MCF10A rerep
Shown for `Cc1ccc(SCCC(=O)N/N=C/c2ccccc2O)cc1` → -30%, 8%, ?, 144, ?, ?, ?, 25µM*, 3%
Shown for `CC(C)Cn1c(N)c(C(=O)COC(=O)COc2cccc(C(F)(F)F)c2)c(=O)n(C)c1=O` → 1%, -2%, 5%, 13, 13%, 2%, -18%, -9%, 14%

The list continues.
SMILES	HT1080-NT tox	WRN inhibitor	HT1080 IDH1KD tx	IL1B secr inh	KB-3-1 cytotox	KB-V1 cytotox	SW480 rereplic	ATXN2 expr inh	MCF10A rerep
Cc1ccc(N/C=C2/Sc3ccccc3NC2=O)cc1	17%	1%	6%	13	25%	?	3%	-4%	18µM*
CCc1ccccc1NC(=O)CCCN1C(=O)c2cccnc2C1=O	2%	1%	26%	25	11%	7%	-4%	-13%	0%
O=C(Oc1c(-c2ccccc2)c(=O)n2c3c(cccc13)CC2)c1ccccc1	-16%	-8%	?	?	?	?	-3%	-13%	?
CCCCN(C)Cc1cc(=O)oc2cc3c(cc12)CCCC3	-14%	-34%	-4%	-4	-1%	-11%	?	-13%	-3%
COc1cc2c(cc1OC)CN(Cc1cccs1)CC2	-7%	5%	-1%	-4	-4%	-8%	0%	-26%	1%
COc1ccccc1N1CCN(c2cc(=O)n(-c3ccc(Cl)cc3)c(=O)[nH]2)CC1	0%	-2%	-1%	14	-29%	?	-4%	5%	0%
CC(/C=C/c1ccc(C)o1)=C\C(=O)O	5%	3%	-4%	-18	3%	2%	9%	1%	23µM*
O=C(CCNC(=O)c1ccccc1Cl)NCC(c1ccc(F)cc1)N1CCOCC1 (stereo unspecified)	8%	10%	6%	7	-8%	-9%	0%	2%	0%
Cc1cc(C)c(C(=O)CN2C(=O)C(=O)N(C3CCCC3)C2=O)cc1C	15%	1%	26%	-5	-2%	2%	-5%	10%	-8%
CCOc1ccc(Nc2nc(NCC(=O)O)nc(N)c2[N+](=O)[O-])cc1	14%	-9%	11%	16	12%	13%	-11%	-21%	-15%
COc1cccc(Oc2ccc(N)cn2)c1	-2%	2%	8%	-16	7%	9%	0%	-26%	-2%
COc1ccc(CC2(CO)CCN(C(=O)NCc3ccccc3)CC2)cc1	-18%	-9%	-9%	-14	-4%	-14%	-23%	-16%	26%
COCc1[nH][nH]c(=O)c1C=Nc1ccc(OC(F)(F)F)cc1	5%	-7%	8%	0	2%	10%	14%	.	-9%
CCCCC1=CC2=CC(=O)C(C)(OC(=O)CC)C(=O)C2=CN1Cc1ccc2c(c1)OCO2 (stereo unspecified)	-26%	-1%	1%	35	7%	8%	1%	-10%	1%
Cc1onc(-c2c(Cl)cccc2Cl)c1C(=O)N=S(C)(=O)c1ccccc1 (stereo unspecified)	-10%	5%	-3%	.	-1%	?	6%	-4%	-20%
O=C(O)CCCC(=O)Nc1ccc(N2CCCC2)cc1	4%	-8%[57.1 µM]	0%	-7	-6%	4%	-3%	4%	2%
COc1ccc(-c2c(-c3cc(OC)cc(OC)c3)n(C)c3ccc(-c4ccc5cc[nH]c5c4)cc23)cc1	?	-4%	6%	-2	-14%	29%	1%	0%	-14%
